Rin1 Abl inh: inhibitors of human Rin1-Abl protein interaction; P00519+Q13671; TR-FRET Rin1/Abl binding, biochemical; inhibition, % at 7.35 µM; 360,000 compounds, 0.4% hits; AID 588664; in the data active = inhibition above about 5%, passing the limit was not always enough
E coli Lon inh: inhibits E. coli Lon protease; purified E. coli Lon protease, fluorescence polarization; inhibition, % at 7.94 µM; 360,000 compounds, 0.42% hits; in the data active = inhibition above about 13%, passing the limit was not always enough;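 note: 0% = enzyme with probe and DMSO and 100% = no enzyme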
Rpn11 inh: inhibitors of human proteasome Rpn11 | human 26S proteasome, Ub4-pepOG fluorescence polarization; 20S core pre-blocked with epoxomicin | 360,000 compounds, 0.59% hits | calls only at 20 µM;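 active = inhibition at 20 µM, scaled to each plate's controls, above about 33%, limit read from the data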
MsrA act: activates bovine MsrA enzyme | purified bovine MsrA, absorbance read-out | 360,000 compounds, 0.3% hits | activation, % at 10.6 µM; in the data active = activation above about 7.5%;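 note: 0% = vehicle and 100% = reference activator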
MLLE-PAM2 inh: inhibitors of microRNA-mediated deadenylation, human PABP1 MLLE binding. P11940. inhibition, % at 20 µM. 360,000 compounds, 0.36% hits. GST-MLLE / FITC-PAM2 fluorescence polarization; in the data active = inhibition above about 35%, passing the limit was not always enough;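 note: plate controls were DMSO wells with GST-MLLE for no effect and wells lacking GST-MLLE protein for full effect; some results filed as inactive read as strong as hits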
MT1-MMP act inh: blocks activation of human MT1-MMP | HT1080 RFP-PRO-GFP cells, GFP/RFP ratio fluorescence, overnight; percent of plate control window, DMSO zero | GFP/RFP ratio change, % at 20 µM | 360,000 compounds, 0.061% hits;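 active = GFP/RFP ratio change of at least 30% with cell ATP level not reduced by more than half and red fluorescence within 50% of control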; note: strong numbers were not always called active
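Assay system: HT1080 cells carrying an RFP-PRO-GFP reporter | Dosing: Single dose of 20 µM compound, 1% DMSO final | Incubation: Cells overnight before dosing, compound overnight, 37 °C, 5% CO2 | Evaluation: GFP/RFP fluorescence ratio | Control set: DMSO and RFP-L50D-GFP cell wells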
CSN inh: inhibitors of human CSN-mediated cullin deneddylation; Q92905; Purified CSN, SCF-Nedd8-OG deneddylation, fluorescence polarization; inhibition, % at 12.5 µM; 360,000 compounds, 0.38% hits;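 active = pattern-corrected inhibition above about 35%, with an unprinted fluorescence ratio check between 0.5 and 1.5, limit read from the data, passing the limit was not always enough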;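 note: 0% = enzyme with substrate and 100% = substrate without enzyme; some results filed as inactive read as strong as hits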
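test system = HEK293T-derived human Csn5 enzyme | amount = 0.24 nM Csn5 enzyme, final concentration | medium = Tris/NaCl/DTT buffer, pH 7.5 | schedule = 90 min reaction at room temperature | signal = FP | evaluation = inhibition of Csn5 cleavage, % | compound dosing = single dose of 12.5 µM compound with 0.25% DMSO | probe or stimulus = 10 nM SCFSkp2-Nedd8OG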
FAS-TE inh: blocks the thioesterase domain of human fatty acid synthase; recombinant FAS-TE, OMFH fluorogenic substrate, fluorescence endpoint; AID 602261; 360,000 compounds, 0.67% hits; inhibition, % at 15 µM; P49327;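 active = compounds whose normalised, plate-corrected inhibition of enzyme fluorescence in the single-dose primary screen is 50% or more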;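 note: 0% = DMSO with enzyme and 100% = substrate without enzyme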
MsrA inh: inhibitors of bovine MsrA; purified bovine MsrA, absorbance read-out; inhibition, % at 15.5 µM; 360,000 compounds, 0.75% hits; in the data active = inhibition above about 4.5%;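 note: 0% = vehicle wells with enzyme and 100% = reference inhibitor wells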
* marks the source's active call; other numbers are inactive results; i = inactive; . = not tested or not shown.

SMILES	Rin1 Abl inh	E coli Lon inh	Rpn11 inh	MsrA act	MLLE-PAM2 inh	MT1-MMP act inh	CSN inh	FAS-TE inh	MsrA inh
N#C/C(=N\Nc1ccc(Cl)c(Cl)c1)C(=O)C1CC1	-2	2	i	-8	1	-1	2	19	-0.1
N#CCNC(=O)C1CC(=O)N(CCc2ccc(F)cc2)C1 (stereo not given)	-5	-15	i	-4	-6	-3	-2	-4	-1.2
CCCCC[C@H](C)N1C[C@@H](COCc2ccccc2)Oc2cc(N3CC[C@H](N(C)C)C3)ccc2S1(=O)=O	.	1	.	0	.	5	30	30	-0.7
CCOC(=O)c1ccc(CNCc2ccc(C)cc2)cc1	1	-2	i	0	6	-4	4	-6	-0.6
O=C(N/N=C\c1ccc(Cl)s1)c1ccc(Cn2cccn2)o1	3	-2	i	-3	-1	2	1	-9	4.5
CCc1nnc(NC(=O)CN2CCOCC2)s1	5	-8	i	-6	-9	4	-2	-11	0.0
COCCCN1C(=O)C(=O)/C(=C(/O)c2ccc(S(=O)(=O)N3CCOCC3)cc2)C1c1ccc(C(C)C)cc1 (stereo not given)	2	-1	i	-3	1	3	2	1	0.4
CCN1C(=O)[C@H]2[C@@H](c3ccc(C)cc3)N3C(=O)N(c4ccccc4)C(=O)[C@@]3(CC)[C@H]2C1=O	0	-1	i	0	1	3	8	-4	-0.3
COc1cc(C(C)=O)ccc1COc1ccc(C(=O)OCC(=O)NC(C)(C)C)cc1OC	-2	-6	i	-8	14	5	-8	1	-1.8
C(=N/Nc1nccs1)/c1cccnc1	-3	-1	i	-5	-14	-1	2	-7	2.1

In another format: entries from further up.
Fields – Rin1 Abl inh, E coli Lon inh, Rpn11 inh, MsrA act, MLLE-PAM2 inh, MT1-MMP act inh, CSN inh, FAS-TE inh, MsrA inh
> N#CCNC(=O)C1CC(=O)N(CCc2ccc(F)cc2)C1 (stereo not given)
  -5, -15, i, -4, -6, -3, -2, -4, -1.2
> O=C(N/N=C\c1ccc(Cl)s1)c1ccc(Cn2cccn2)o1
  3, -2, i, -3, -1, 2, 1, -9, 4.5

Remaining list, next part
SMILES	Rin1 Abl inh	E coli Lon inh	Rpn11 inh	MsrA act	MLLE-PAM2 inh	MT1-MMP act inh	CSN inh	FAS-TE inh	MsrA inh
Cc1cc(S(=O)(=O)N2CCOCC2)ccc1OCC(=O)Nc1ccc(Br)cc1F	-3	-1	i	-2	11	3	2	-6	0.0
CC(=O)c1cccc(NC(=O)c2ccc(N(C)S(C)(=O)=O)cc2)c1	0	-5	i	-12	-5	.	-1	-5	-0.1
OCCN(Cc1ccccc1)Cc1ccc(F)c(F)c1	5	-2	i	-2	-20	-3	1	-3	.
CCCCC1=CC2=C(c3ccco3)C(=O)C(C)(OC(=O)c3ccc(OC)cc3)C(=O)C2=CN1C(CO)CO (stereo not given)	-4	31*	i	-10	27	-39	3	-8	1.0
Cc1ccc(SCCC(=O)Nc2nccs2)cc1	-3	1	i	-3	16	0	-1	-3	-2.2
COc1ccc(OC(=O)c2cccc(S(=O)(=O)N3CC(C)OC(C)C3)c2)cc1 (stereo not given)	2	1	i	0	-16	2	1	19	0.2
COC(=O)c1ccccc1NC(=O)c1ccccc1SC	0	-9	i	0	2	4	-4	8	-0.5
COc1ccccc1NC(=O)c1c(C)nc2ccccc2c1C(=O)O	-2	-8	i	-3	-29	-7	-1	-5	1.0
COc1cc(C(=O)Nc2nnc(C(F)(F)F)s2)c([N+](=O)[O-])cc1OC	2	8	i	-3	11	6	4	-7	1.5
O=C1c2ccccc2-c2cccc(C(=O)N3CCN(C(=O)c4ccccc4)CC3)c21	0	-10	i	-2	0	-1	5	-7	-1.1

Three entries already listed, ordered by count of non-hydrogen atoms, falling:
SMILES	Rin1 Abl inh	E coli Lon inh	Rpn11 inh	MsrA act	MLLE-PAM2 inh	MT1-MMP act inh	CSN inh	FAS-TE inh	MsrA inh
O=C1c2ccccc2-c2cccc(C(=O)N3CCN(C(=O)c4ccccc4)CC3)c21	0	-10	i	-2	0	-1	5	-7	-1.1
CC(=O)c1cccc(NC(=O)c2ccc(N(C)S(C)(=O)=O)cc2)c1	0	-5	i	-12	-5	.	-1	-5	-0.1
Cc1ccc(SCCC(=O)Nc2nccs2)cc1	-3	1	i	-3	16	0	-1	-3	-2.2

Next part
SMILES	Rin1 Abl inh	E coli Lon inh	Rpn11 inh	MsrA act	MLLE-PAM2 inh	MT1-MMP act inh	CSN inh	FAS-TE inh	MsrA inh
O=C(CCc1ccccc1)NNC(=O)C1CCCCC1	-1	-3	i	-1	-14	2	-6	-8	-0.4
O=C(NCc1cccc(C(F)(F)F)c1)c1ccc2nc([C@H]3C[C@H](O)[C@@H](CO)O3)[nH]c2c1	0	-7	i	2	-3	-3	5	1	-0.5
CN(C)c1ccc(CNC(=O)C2(C)Cc3c(-c4ccc(N(C)C)cc4)ccnc3O2)cc1 (stereo not given)	-5	-10	i	-5	-7	3	-1	20	0.8
C[C@@H]1CN([C@@H](C)CO)C(=O)c2cc(C#Cc3ccccc3)cnc2O[C@@H]1CN(C)Cc1ccccn1	1	-2	i	2	4	-1	-3	-8	-0.3
Cc1cc2c(n1-c1ccc(Cl)cc1)CC(C)(C)CC2=O	1	-1	i	-1	6	-1	5	8	0.4
CC1CCC2(CC1)NC(=O)N(CC(=O)Nc1ccc(N3CCCCC3)cc1)C2=O (stereo not given)	2	-3	i	-1	-1	3	1	-6	0.6
C=CCNCc1ccccc1[N+](=O)[O-]	1	4	i	-2	10	3	5	-4	-0.4
CCN(CC)C(=O)c1ccc(S(=O)(=O)Cc2ccc(C)cc2)c([N+](=O)[O-])c1	-1	2	i	-3	-15	-2	-1	-1	0.8
Cc1nnc2n1NC(c1ccc(Cl)cc1)C(C(=O)N1CCC(C)CC1)S2 (stereo not given)	0	2	i	3	-5	13	-2	-2	-0.2
COc1ccc(N(C(=O)c2ccccc2OC)C2C=CS(=O)(=O)C2)c(OC)c1 (stereo not given)	2	-5	i	-1	-8	0	3	-4	-0.1

Among those listed so far, 3 contain a nitro group on carbon:
SMILES	Rin1 Abl inh	E coli Lon inh	Rpn11 inh	MsrA act	MLLE-PAM2 inh	MT1-MMP act inh	CSN inh	FAS-TE inh	MsrA inh
COc1cc(C(=O)Nc2nnc(C(F)(F)F)s2)c([N+](=O)[O-])cc1OC	2	8	i	-3	11	6	4	-7	1.5
C=CCNCc1ccccc1[N+](=O)[O-]	1	4	i	-2	10	3	5	-4	-0.4
CCN(CC)C(=O)c1ccc(S(=O)(=O)Cc2ccc(C)cc2)c([N+](=O)[O-])c1	-1	2	i	-3	-15	-2	-1	-1	0.8

(cont.)
SMILES	Rin1 Abl inh	E coli Lon inh	Rpn11 inh	MsrA act	MLLE-PAM2 inh	MT1-MMP act inh	CSN inh	FAS-TE inh	MsrA inh
COc1ccccc1CNC(=O)Cc1ccc(Br)cc1	0	-1	i	-9	-8	3	-8	-2	-0.6
CCc1ccccc1OCC(=O)Nc1ccc(F)c(S(=O)(=O)N2CCOCC2)c1	4	-2	i	-1	14	-1	-1	18	-0.4
CCOC(=O)C1(Cc2cccc(OC)c2)CCN(CC(O)CO)CC1 (stereo not given)	-2	-1	i	-2	2	-2	4	-5	0.5
COc1ccccc1-c1nc(SCC(=O)N(C)c2ccccc2)c2c(=O)n(C)c(=O)n(C)c2n1	-3	30	i	-1	-2	5	-6	1	-1.6
O=[N+]([O-])c1ccc(/C=N/n2c(-c3ccccc3)n[nH]c2=S)cc1	-2	-2	i	4	-55	0	3	20	0.7
C#CCCOC(=O)N1C2=NC(C(=O)OC)=C(C(=O)OC)[C@@H]3N(C)c4ccc(OC)cc4[C@]23C[C@H]1C(=O)OC	2	-13	i	-1	-3	0	1	-16	1.1
O=C(CN1CCN(C(=O)c2cccc(S(=O)(=O)N3CCCC3)c2)CC1)Nc1ccccc1Cl	4	-1	i	-2	8	2	3	3	0.8
CCn1c(-c2ccncc2)n[nH]c1=S	2	0	i	0	-21	-1	4	-7	-0.4
COc1ccc(Cl)cc1N(CC(=O)Nc1ccccc1C(=O)N1CCCC1)S(C)(=O)=O	0	18*	i	-6	-1	-1	0	-2	-0.8
COc1ccc2c(/C=N/Nc3ccc(C(=O)O)cc3)c[nH]c2c1	1	-38	.	-3	-55	-21	6	-3	3.7
COc1ccc(Cc2nc3ccccc3n2C)cc1	1	2	i	-5	-3	4	5	1	0.1
Cc1ccc(C(=O)NC2CCCc3ccccc32)o1 (stereo not given)	-4	0	i	-1	-3	0	2	-3	-1.0
CCOC(=O)c1cnc(C(F)(F)F)nc1Oc1ccccc1	2	-2	i	-3	-23	0	3	1	1.0
CN(CC(=O)Nc1ccccc1Cl)C(=O)CSc1nnc(N)s1	1	0	i	-3	-11	1	5	-5	-0.8
CCCCn1c(N)c(N(CCOC)C(=O)CN(C)S(=O)(=O)c2ccc(C)cc2)c(=O)[nH]c1=O	-1	-6	i	-4	-38	4	0	-7	0.1
Cc1cccc(C(=O)/C=C2/c3ccccc3CC(C)(C)N2C)c1	1	2	i	-1	5	-4	-1	1	.
Cc1ccc2[nH]c(=O)c(COC(=O)C3CCCCC3)cc2c1	1	-9	i	-3	0	-2	2	-1	0.8
N=C1C(c2nc3ccccc3s2)=C(O)CN1Cc1ccco1	5	-4	i	-2	2	1	1	3	2.3
CCOC(=O)N1CCN(C(=O)c2ccc(-n3c(=S)[nH]c4ccccc4c3=O)cc2)CC1	6	-6	i	-3	-25	7	5	1	-0.5
Cc1ccc(CNS(=O)(=O)c2ccc(-n3cccn3)cc2)cc1	-7	-9	i	-1	-2	1	1	2	-0.6
CCCN(CC(=O)Nc1ccccc1OC)C(=O)c1ccc(S(=O)(=O)Nc2ccccc2)cc1	1	-4	i	-1	2	-1	1	-2	-1.8
CCc1ccc(NC(=O)c2cc(S(=O)(=O)N3CCCC3)c[nH]2)cc1	0	6	i	-5	0	0	3	-3	.
COc1ccc(NC(=S)NNC(=O)c2ccccc2OC(F)F)cc1	1	-6	i	-3	15	0	-1	-8	1.4
Cc1cc(C)nc(SCC(=O)Nc2ccccc2[N+](=O)[O-])n1	-4	-11	i	-13	-2	5	-3	0	-0.2
CCc1cccc(OCC(=O)Nc2cc(S(=O)(=O)N3CCOCC3)ccc2N2CCCC2)c1	0	-1	i	-3	-9	-4	-1	15	0.7
N#C/C(=C/c1cccs1)c1ccccn1	-2	0	i	-5	20	1	5	-1	5.1*
CCN1C(Nc2ccccc2)=NC[C@@H]1CC(C)C	1	-7	i	-3	-2	4	-2	-14	-0.7
O=C(COC(=O)c1ccc(O)cc1)Nc1cc(C(F)(F)F)ccc1Cl	1	0	i	-1	3	1	2	19	-0.3
CCOc1ccc(CCNS(=O)(=O)c2ccc3c(c2)NC(=O)CC(=O)N3)cc1OCC	2	1	i	-7	1	-11	8	-6	-1.2
CC1CCCCC12NC(=O)N(CC(=O)N1CCN(c3ncccn3)CC1)C2=O (stereo not given)	3	-6	i	1	-4	2	-7	-5	0.7
COc1cc(OC)cc(C(=O)NCC2CCCN(C(=O)c3oc(C)cc3C)C2)c1 (stereo not given)	6	2	i	-3	7	-2	20	-7	-0.6
Cc1ccc2[nH]c(=O)c(CN(Cc3ccco3)C(=O)c3ccncc3)cc2c1	-6	9	i	-8	5	-6	4	-4	0.3
